PrPC surface inh = reduces human prion protein on the cell surface | inhibition, % at 13.8 µM | P04156 | hit rate 0.43% among 370,000 | cell surface PrPC, TR-FRET read-out | AID 720596; in the data active = inhibition above about 24%; note: 0% = median of the test wells and 100% = reference compound wells
3CLpro inhibitor = SARS-CoV 3CLpro protease inhibition | P0C6X7 | recombinant SARS-CoV 3CLpro, quenched FRET peptide cleavage | inhibition, % at 6 µM | hit rate 0.14% among 290,000 | AID 1706; in the data active = inhibition above about 12%
BoNT A protease = blocks Botulinum neurotoxin A light chain protease | multiplex microsphere protease substrate cleavage, flow cytometry | inhibition, % at 10 µM | hit rate 0.17% among 360,000 | AID 588499; note: plate controls were buffer without enzyme for full effect and enzyme alone for no effect
MazEF act = MazEF (E. coli) toxin RNase activation; P0AE70; FAM/BHQ RNA-DNA oligo cleavage fluorescence, 5 h; activation, % at 20 µM; hit rate 0.32% among 350,000; AID 504720; in the data active = activation above about 50%
PriA SSB inh = blocks PriA binding to SSB C-terminal tail | AlphaScreen SSBct-PriA binding, biotinylated peptide | inhibition, % at 33 µM | hit rate 0.6% among 430,000; in the data active = inhibition mostly above about 37%, no sharp cut-off; inactive = mostly below about 20%;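 note: plate controls were negative control peptide for no effect and reference peptide for full effect; strong numbers were not always called active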
BoNT F protease = inhibitors of Botulinum neurotoxin F light chain protease; Multiplex microsphere protease cleavage assay, flow cytometry; inhibition, % at 10 µM; hit rate 0.22% among 360,000; AID 588497; in the data active = inhibition above about 35%, passing the limit was not always enough; inconclusive = no clear call, values can overlap the other calls; note: plate controls were buffer without enzyme for full effect and enzyme alone for no effect
VHR inh abs = DUSP3 (human) phosphatase inhibition; P51452; recombinant VHR phosphatase, pNPP absorbance; inhibition, % at 13.3 µM; hit rate 0.52% among 290,000; AID 1654; in the data active = inhibition above about 50%; note: some compounds called inactive have numbers as strong as hits
Target sequence (P51452 whole entry, looked up): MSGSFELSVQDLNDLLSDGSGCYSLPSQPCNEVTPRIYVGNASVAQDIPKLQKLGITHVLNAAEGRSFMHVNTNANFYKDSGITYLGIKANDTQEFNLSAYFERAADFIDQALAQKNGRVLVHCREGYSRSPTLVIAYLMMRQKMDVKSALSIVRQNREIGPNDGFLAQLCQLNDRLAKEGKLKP
Rv3671c inh = inhibits the M. tuberculosis serine protease Rv3671c; P9WHR9; hit rate 0.048% among 320,000; inhibition, % at 5.96 µM; in the data active = inhibition above about 38%;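 note: extracellular domain of Rv3671c used as enzyme; 0% = enzyme with DMSO and 100% = no enzyme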
CCHFV vOTU inh = CCHFV vOTU protease inhibition. Pep-AMC fluorescence. inhibition, % at 11.5 µM. hit rate 0.55% among 370,000. AID 651958; in the data active = inhibition above about 30%; note: 0% = vehicle wells with enzyme and 100% = no enzyme wells
Anthrax LF prot = anthrax lethal factor protease inhibition; AID 588501; hit rate 0.12% among 360,000; multiplex microsphere protease cleavage assay, LF; inhibition, % at 10 µM; P15917; note: plate controls were buffer without enzyme for full effect and enzyme alone for no effect
Target sequence (P15917 whole entry, looked up): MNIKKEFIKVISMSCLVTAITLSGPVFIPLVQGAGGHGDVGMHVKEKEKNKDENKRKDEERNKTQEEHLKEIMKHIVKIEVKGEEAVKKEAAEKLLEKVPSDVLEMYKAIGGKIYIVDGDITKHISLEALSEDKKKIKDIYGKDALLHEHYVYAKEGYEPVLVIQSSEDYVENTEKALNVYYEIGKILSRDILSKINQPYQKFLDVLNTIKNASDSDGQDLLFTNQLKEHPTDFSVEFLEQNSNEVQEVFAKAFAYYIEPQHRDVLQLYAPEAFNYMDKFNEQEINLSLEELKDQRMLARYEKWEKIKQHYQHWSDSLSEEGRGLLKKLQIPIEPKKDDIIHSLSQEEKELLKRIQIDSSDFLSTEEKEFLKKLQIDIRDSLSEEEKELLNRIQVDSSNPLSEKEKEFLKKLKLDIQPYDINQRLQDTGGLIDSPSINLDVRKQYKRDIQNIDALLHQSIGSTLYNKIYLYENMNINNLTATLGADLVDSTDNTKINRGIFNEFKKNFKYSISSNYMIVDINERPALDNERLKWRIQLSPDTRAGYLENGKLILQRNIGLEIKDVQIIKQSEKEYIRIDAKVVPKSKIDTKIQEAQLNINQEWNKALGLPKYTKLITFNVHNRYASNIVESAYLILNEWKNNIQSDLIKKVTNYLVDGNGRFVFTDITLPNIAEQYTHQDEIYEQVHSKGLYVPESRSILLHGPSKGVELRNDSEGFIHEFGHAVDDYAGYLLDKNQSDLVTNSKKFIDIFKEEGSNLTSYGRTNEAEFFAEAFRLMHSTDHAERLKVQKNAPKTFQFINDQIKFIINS
* marks the source's active call; other numbers are inactive results; ? = inconclusive; / = no result given; & = joins results of further samples. Cut-off read from the data, not from the text of the source, unless noted: active = inhibition above about 30%; inconclusive = no clear call, values can overlap the other calls; inactive = below that.

SMILES	PrPC surface inh	3CLpro inhibitor	BoNT A protease	MazEF act	PriA SSB inh	BoNT F protease	VHR inh abs	Rv3671c inh	CCHFV vOTU inh	Anthrax LF prot
COC(=O)c1ccc(COC(=O)c2ccccn2)cc1	2	0	-0.7	2	7	11	0	0	1	-3
O=C(NCc1ccccc1)c1ccc(NC(=O)C2CCCO2)cc1 (centres undefined)	-2	4	-0.5	-6	-8	2	1	-4	-3	-2
O=C(O)CSc1ncccn1	-5	0	0.0	2	-11&-3	-5	7	2	-6	-1
COc1ccc(CNC(=O)C[C@H]2C[C@H](C(=O)N(C(C)C)C(C)C)[C@@]3(C)c4[nH]c5ccc(Cl)cc5c4CCN3C2=O)cc1OC	11	/	-0.4	7	16	-8	/	/	17	0
O=C(OCc1c(-c2ccccc2)ncc2ccccc12)c1ccccc1C(F)(F)F	-5	/	0.3	-23	-26	5	/	-4	0	-2
Fc1ccc(NC(=S)N2CCc3ccccc3C2)c(F)c1	-3	4	0.3	1	-20	-1	5	0	-11	-4
N#Cc1ccc(-c2ccc(OCC(=O)Nc3cccnc3)cc2)cc1	8	-2	-2.3	4	0	0	6	/	-2	-5
Cc1ccccc1NC(=S)NCc1ccc(Cl)cc1	2	1	-1.0	4	-14	-5	-8	-1	-6	-2
Cc1cccc(OCC(=O)N/N=C/c2cc([N+](=O)[O-])ccc2N2CCOCC2)c1	2	0	1.2	0	/	10	3	1	3	0
C=CCNC(=O)c1ccc(C)cc1Cl	5	-2	0.2	7	-9	-2	12	-6	-6	10
O=C(NNS(=O)(=O)c1ccccc1)c1ccc(O)cc1	-4	0	0.6	-3	-13	1	-8	0	8	4
COc1cccc(N2CCN(Cc3ccc(Cl)cc3)CC2)c1	/	0	-0.5	-11	-8	-14	-3	-1	/	-8
COc1ccc(N(CC(=O)N2CCN(Cc3ccccc3)CC2)S(C)(=O)=O)cc1	-1	1	-0.4	14	-7	?	25	-10	1	7
CCOC(=O)N/N=C/c1ccc(OC)c(O)c1	2	-5	0.0	0	/	1	6	4	18	-2
Cc1onc(-c2c(Cl)cccc2Cl)c1CO/N=C(\C#N)c1c(Cl)cccc1Cl	9	-7	0.9	-3	/	?	10	-12	1	-2
Cc1ccc(C2N=C(N)Nc3nc4ccccc4n32)cc1 (centres undefined)	0	-3	-0.6	4	-10	-5	-1	5	-5	-8
CCOc1ccccc1CNCc1ccc(F)cc1	-3	-4	0.1	-3	0	-5	26	1	0	-7
CCN1C(=O)[C@@H]2[C@@H]3CN(S(=O)(=O)c4ccc(C)cc4)[C@@H](c4ccccc4F)[C@@H]3C(=O)C[C@@H]2C1=O	4	/	-0.1	/	/	-4	/	/	2	-7
Cc1cccc(CN(C)C[C@H]2OCc3cnnn3CCCC(=O)N([C@H](C)CO)C[C@@H]2C)c1	2	/	-0.8	0	/	-1	/	/	-9	-3
CCOC(=O)C1=C(COC(=O)/C=C/c2cc(Br)ccc2F)NC(=O)NC1C (centres undefined)	-5	/	-3.2	3	-7	-6	/	-9	-8	-4
COc1ccc(C(=O)NC2CCCCCC2)cc1S(=O)(=O)N1CCCC1	-1	-2	-0.5	3	4	-3	18	2	-21	-2
COc1cccc(CCNCc2cccc(C(F)(F)F)c2)c1	3	0	-0.9	5	-16	-11	18	4	0	2
O=C(O)/C=C/C(=O)NC1CCC(CC2CCC(NC(=O)/C=C/C(=O)O)CC2)CC1 (centres undefined)	-2	-1	-0.2	7	-21	-5	4	3	3	-4
Cc1cc(S(=O)(=O)Nc2ccc(C(=O)NCc3cccnc3)cc2)ccc1F	9	/	-0.8	-3	-3	-4	/	7	9	-2
Clc1cccc(Cc2c(-c3cccc(Br)c3)nc3ccc(Br)cn23)c1	17	/	-0.7	/	/	-7	/	/	12	5

The closing 7 compounds of the section above lead into the next.
SMILES	PrPC surface inh	3CLpro inhibitor	BoNT A protease	MazEF act	PriA SSB inh	BoNT F protease	VHR inh abs	Rv3671c inh	CCHFV vOTU inh	Anthrax LF prot
Cc1cccc(CN(C)C[C@H]2OCc3cnnn3CCCC(=O)N([C@H](C)CO)C[C@@H]2C)c1	2	/	-0.8	0	/	-1	/	/	-9	-3
CCOC(=O)C1=C(COC(=O)/C=C/c2cc(Br)ccc2F)NC(=O)NC1C (centres undefined)	-5	/	-3.2	3	-7	-6	/	-9	-8	-4
COc1ccc(C(=O)NC2CCCCCC2)cc1S(=O)(=O)N1CCCC1	-1	-2	-0.5	3	4	-3	18	2	-21	-2
COc1cccc(CCNCc2cccc(C(F)(F)F)c2)c1	3	0	-0.9	5	-16	-11	18	4	0	2
O=C(O)/C=C/C(=O)NC1CCC(CC2CCC(NC(=O)/C=C/C(=O)O)CC2)CC1 (centres undefined)	-2	-1	-0.2	7	-21	-5	4	3	3	-4
Cc1cc(S(=O)(=O)Nc2ccc(C(=O)NCc3cccnc3)cc2)ccc1F	9	/	-0.8	-3	-3	-4	/	7	9	-2
Clc1cccc(Cc2c(-c3cccc(Br)c3)nc3ccc(Br)cn23)c1	17	/	-0.7	/	/	-7	/	/	12	5
CCC1(c2ccc(F)cc2)NC(=O)N(CC(=O)c2ccc[nH]2)C1=O (centres undefined)	7	6	0.4	3	-9	-25	-5	-8	1	3
C/C=C\C(=O)Nc1cccc(C2=NOC3(C2)C[C@@H](C(N)=O)N(C(=O)c2ccc(Cl)cc2)C3)c1 (some centres undefined)	-5	/	-0.1	7	-8	-1	22	-3	-5	2
COc1ccc(CCNC(=O)CSc2nc(-c3ccco3)cc(C(F)(F)F)n2)cc1OC	3	-7	-0.2	-3	1	-1	-1	-5	-3	3
COc1ccc(OC)c2[nH]c(=O)c(CCNS(=O)(=O)c3ccc(C)cc3)cc12	3	-2	-0.1	2	-17	-2	0	1	3	5
COCCNc1nc(NCc2ccccc2)c2cnn(C)c2n1	-5	1	0.5	6	-6	2	11	5	20	-1
Cc1noc(C)c1NC(=O)Nc1cccc2c1O[C@H](CN(C)C(=O)Nc1ccc3c(c1)OCO3)[C@@H](C)CN([C@H](C)CO)C2=O	-6	/	-0.4	16	-4	-9	/	1	0	-7
CCN(CCNc1ccc([N+](=O)[O-])c2cccnc12)S(=O)(=O)c1ccc(Cl)cc1	-3	1	4.0	8	4	-5	17	1	9	3
O=C(c1ccccc1)c1ccc(OCC(O)CN2CCOCC2)cc1 (centres undefined)	2	-5	-0.3	4	1&-10	-15	/	4	16	1
CCOC(=O)c1cnc(NCc2ccccc2)nc1C	3	-2	-0.2	5	-13	-1	11	-5	0	-3
Cc1noc2ncnc(Oc3ccc(Cl)cc3Cl)c12	2	3	-1.7	11	-5	0	23	-1	6	-2
CCOC(=O)c1cnn(Cc2cccc(Cl)c2)c1C	7	1	-0.2	-2	-36	-3	-8	-5	4	-2
CN(C)Cc1c(C(=O)N/N=C/c2ccccc2OCc2ccc(F)cc2)nnn1-c1nonc1N	-1	1	-2.3	-12	/	-6	31	-5	15	3
Cc1ccc(NC(=O)c2ncn(CCCN3CCN(c4ccccn4)CC3)n2)cc1C	-10	/	-0.3	-1	-1	4	/	/	7	5
Cc1cc2nnc(SCC(=O)Nc3cc(S(=O)(=O)N4CCOCC4)ccc3Cl)n2c2ccccc12	3	1	0.6	-12	-11	7	2	-15	-6	0
Cc1cc(C)c(C)c(S(=O)(=O)NNC(=O)c2cccc(S(=O)(=O)N3CCOCC3)c2)c1C	11	5	-0.3	1	-11	-5	-8	4	3	-2
COCCn1c(SC2CCOC2=O)nc2ccccc2c1=O (centres undefined)	-3	-1	-0.1	8	3	1	-17	13	-4	2
CCOC(=O)N1CCC(N2Cc3cccc(C(=O)N4CCN(c5cccc(C)c5C)CC4)c3C2=O)CC1	3	7	-0.4	2	3	0	-33	-7	6	0
Cn1c(-c2sc3cc(C(F)(F)F)cnc3c2-c2cccnc2)n[nH]c1=S	-13	7	-0.1	0	-20	-18	8	-9	10	0
COc1cc(Br)c(C(=O)c2nccc3cc(OC)c(OC)cc23)cc1OC	-14	8	-3.7	1	-7	?	0	-153	111*	9
C[C@]12CC(O)C3C(CCC4=CC(=O)CC[C@@]43C)C1CCC2c1csc(-c2ccccc2)n1 (some centres undefined)	-1	1	-0.6	-4	-21	11	-9	-7	0	2
CCCCC(c1nnnn1CS(=O)(=O)c1ccc(C)cc1)N1CCC(C(N)=O)CC1 (centres undefined)	3	2	3.2	-3	-3	-11	44	/	1	-6
Cc1cc(OCC(=O)Nc2ccccc2C(N)=O)c2c(C)cc(=O)oc2c1	5	1	-0.2	11	-21	-2	12	6	-12	3
CCCCn1c(N)c(N(CC(C)C)C(=O)CSc2n[nH]c(-c3ccc(C)cc3)n2)c(=O)[nH]c1=O	1	/	/	-5	-4	/	/	3	20	/
C/C(CC(=O)Nc1ccc(Cl)c(C(F)(F)F)c1)=N\NC(=O)c1cccc(O)c1	3	5	-0.7	8	/	-10	-5	-31	-4	1
CCCCNC(=O)C1(C)CCC(=O)N1CCOC (centres undefined)	-5	/	-0.3	/	/	-8	/	/	8	-14

Next results follow:
SMILES	PrPC surface inh	3CLpro inhibitor	BoNT A protease	MazEF act	PriA SSB inh	BoNT F protease	VHR inh abs	Rv3671c inh	CCHFV vOTU inh	Anthrax LF prot
O=C(Cc1n[nH]c(=O)c2ccccc12)Nc1cc(C(F)(F)F)ccc1-n1cncn1	-2	/	-0.3	-1	-13	8	/	/	-4	-1
Cc1ccc(OCC(=O)Nc2c(C)nn(-c3ccccc3)c2C)c(Br)c1	1	/	1.7	2	-4	-2	/	/	1	-2
C[C@H]1CCCC(=O)CCC/C=C/c2cc(O)cc(O)c2C(=O)O1	7	4	-0.2	3	/	0	6	-3	3	-5
c1ccc(N2CCN(c3ccccc3)C2c2cccs2)cc1	2	1	-1.4	-9	-9&-2	-7	-1	-9	-7	-2
COc1ccc(/C(C)=N/Nc2ncc(Cl)cc2Cl)c(O)c1	-3	-5	-0.1	-4	/	-7	-4	4	4	-1
Cc1cccc(NC(=O)CC2S/C(=N/c3nccs3)N(C)C2=O)c1 (centres undefined)	5	0	0.0	-1	/	6	15	-10	5	-3
CCN(CC)c1ncn(Cc2c(Cl)cccc2Cl)c2ncnc1-2	3	1	0.1	-8	-10	-2	27	-10	2	3
CC(C)(C)c1ccc(C(=O)NNC(=O)c2ccncc2)cc1	-8	3	-0.3	1	-11	?	22	4	-10	1
COc1ccc(NC(=O)c2cc(-c3ccc(C)cc3)on2)cc1	0	-4	1.4	5	-4	?	0	2	-10	20
CCCNC(=O)C1CCN(S(=O)(=O)c2ccc(Br)cc2)CC1	-1	2	-0.5	2	1	-5	-3	1	-9	2
CCN(C(=O)Nc1ccccc1OC)c1c(N)n(Cc2ccccc2)c(=O)[nH]c1=O	3	0	-1.0	4	-13	-2	14	-1	4	-2
O=C(CC1C(=O)NCCN1Cc1cccc(Oc2ccccc2)c1)NCc1cccnc1 (centres undefined)	6	-4	-0.6	-5	25	-11	11	6	5	-14
CCc1ccc(NC(=O)CCNS(=O)(=O)c2cccc3nsnc23)cc1	-26	-4	0.4	7	9	2	10	-1	-7	-1

Single records (already shown):
C[C@H]1CCCC(=O)CCC/C=C/c2cc(O)cc(O)c2C(=O)O1 in the list: PrPC surface inh: 7; 3CLpro inhibitor: 4; BoNT A protease: -0.2; MazEF act: 3; PriA SSB inh: /; BoNT F protease: 0; VHR inh abs: 6; Rv3671c inh: -3; CCHFV vOTU inh: 3; Anthrax LF prot: -5
CCN(CC)c1ncn(Cc2c(Cl)cccc2Cl)c2ncnc1-2 in the list: PrPC surface inh: 3; 3CLpro inhibitor: 1; BoNT A protease: 0.1; MazEF act: -8; PriA SSB inh: -10; BoNT F protease: -2; VHR inh abs: 27; Rv3671c inh: -10; CCHFV vOTU inh: 2; Anthrax LF prot: 3

The list is partial, so the mix of outcomes need not match the whole.
